Thrombin inh: human alpha-thrombin inhibitors, primary screen, counter-screen for coagulation protease inhibitor project, biochemical, 1536-well, fluorogenic AMC substrate | Prothrombin (Homo sapiens), P00734 | inhibition, % at 5 µM | AID 1046, 2008 | Boc-VPR-AMC fluorogenic substrate cleavage | actives 0.26% (n = 220,000);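 active = inhibition at or above 40%; inactive = inhibition below 40%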;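 also: 0% = enzyme with no compound and 100% = wells without enzyme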
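System – human alpha-thrombin protein · Reagent – Boc-VPR-AMC substrate, 15 µM final · Compound – 5 µM single dose in 0.2% DMSO · Schedule – reaction at room temperature · Technique – AMC fluorescence at 355 nm excitation and 460 nm emission · Read-out basis – % inhibition relative to enzyme controls and enzyme-free blanks · Control set – no-compound enzyme wells and no-enzyme blanks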
Furin inh: human furin inhibitors, primary screen, biochemical, fluorescence intensity | actives 0.061% (n = 220,000) | purified furin, fluorogenic substrate cleavage | inhibition, % at 30 µM; in the data active = inhibition above about 25%; also: inactives centre near -15
Target sequence (P09958 108-714 limits assumed): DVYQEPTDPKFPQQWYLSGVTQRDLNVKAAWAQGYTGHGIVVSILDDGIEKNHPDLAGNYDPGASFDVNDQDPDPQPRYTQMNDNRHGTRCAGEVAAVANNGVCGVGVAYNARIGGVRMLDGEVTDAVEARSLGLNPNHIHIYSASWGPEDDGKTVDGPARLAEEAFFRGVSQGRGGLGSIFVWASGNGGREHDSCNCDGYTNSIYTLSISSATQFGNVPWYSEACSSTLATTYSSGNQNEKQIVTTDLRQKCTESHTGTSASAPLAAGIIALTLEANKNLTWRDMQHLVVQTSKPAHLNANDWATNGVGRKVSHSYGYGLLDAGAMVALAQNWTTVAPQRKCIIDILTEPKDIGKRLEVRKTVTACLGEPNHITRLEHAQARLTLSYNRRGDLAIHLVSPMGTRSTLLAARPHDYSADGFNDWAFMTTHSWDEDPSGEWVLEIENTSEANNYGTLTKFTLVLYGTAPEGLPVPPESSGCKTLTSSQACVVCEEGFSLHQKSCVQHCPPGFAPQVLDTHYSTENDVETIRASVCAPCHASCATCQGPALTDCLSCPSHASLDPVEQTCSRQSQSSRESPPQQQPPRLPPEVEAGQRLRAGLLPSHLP
Calpain2 inh: inhibitors of pig calpain II, primary screen, biochemical, fluorogenic peptide substrate, 1536-well; actives 0.37% (n = 220,000); inhibition, % at 16 µM; purified calpain II, 30 min;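 active = inhibition above about 50%, limit read from the data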
FXIa inh 1536: human FXIa protease inhibitors, primary screen, biochemical, 1536-well. Coagulation factor XI (Homo sapiens), P03951. purified FXIa, Boc-Glu-Ala-Arg-AMC fluorogenic substrate. inhibition, % at 5 µM. actives 0.14% (n = 220,000);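 active = inhibition of at least 40%; inactive = inhibition below 40%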;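 also: fluorescence of freed AMC excited at 355 nm; 0% = enzyme without compound and 100% = no enzyme blank; many of its hits are not listed in these tables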
hK5 inh: human KLK5 protease inhibitors, primary screen, biochemical, 1536-well | Kallikrein-5 (Homo sapiens), Q9Y337 | recombinant hK5, fluorogenic AMC substrate cleavage | inhibition, % at 5 µM | actives 0.59% (n = 210,000);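 active = inhibition of 40% or more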;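 also: 0% = enzyme controls without compound and 100% = no-enzyme blanks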
Cl transport mod: KCC2 cotransporter modulators, thallium flux, primary screen, cell-based, HEK293 KCC2, FluoZin-2 fluorescence, MLSMR; KCC2 cells, thallium flux FluoZin-2 fluorescence; B-score of Tl+ flux slope (higher = more flux/activation; lower = inhibition) at 10 µM; actives 2.2% (n = 190,000);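 active = thallium flux slope and its plate-corrected score both differing from the plate sample mean at a set confidence after two filtering rounds, in either direction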;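 also: slope of fluorescence scaled to starting intensity during 10 to 20 s after thallium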
Rad51 HR inh: human RAD51 strand exchange inhibitors, primary screen, biochemical, fluorescence | inhibition, % at 10 µM | AID 1385, 2008 | hRad51 DNA strand exchange, fluorescence dequenching | DNA repair protein RAD51 homolog 1 (Homo sapiens), Q06609 | actives 0.085% (n = 200,000);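 active = inhibition above 40% at the single screening dose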;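 also: 0% = DMSO control wells and 100% = blanks with heterologous ssDNA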
Target sequence (Q06609 whole entry, looked up): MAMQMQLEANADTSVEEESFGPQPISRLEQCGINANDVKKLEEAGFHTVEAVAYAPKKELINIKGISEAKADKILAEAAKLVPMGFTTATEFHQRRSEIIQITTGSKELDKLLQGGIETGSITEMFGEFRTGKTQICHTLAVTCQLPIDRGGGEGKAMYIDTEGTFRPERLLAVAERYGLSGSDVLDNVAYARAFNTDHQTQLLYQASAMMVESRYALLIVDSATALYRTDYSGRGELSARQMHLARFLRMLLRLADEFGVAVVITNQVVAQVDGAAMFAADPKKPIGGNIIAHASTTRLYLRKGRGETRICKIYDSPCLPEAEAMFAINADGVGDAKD
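Material: human Rad51–ssDNA filaments; Probe or stimulus: labelled 47-mer dsDNA for strand exchange; Doses: single 10 µM dose; Incubation: 37 °C 15-min filament assembly, 30-min compound preincubation, 15-min exchange; Technique: FRET fluorescence dequenching, excitation 485 nm, emission 520 nm; Measure: Fluorescence-based percent inhibition, control- and blank-normalised; Benchmarks: plate control and blank wells.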
FXIIa inh 1536: human FXIIa protease inhibitors, primary screen, biochemical, 1536-well. actives 0.3% (n = 220,000). Coagulation factor XII (Homo sapiens), P00748. inhibition, % at 5 µM. purified FXIIa, Boc-QGR-AMC fluorogenic substrate, 2 h; in the data active = inhibition above about 40%;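 also: 0% = enzyme with no compound and 100% = blank without enzyme; many of its hits are not listed in these tables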
PERK inh: block of dimerizer-induced PERK translation repression, primary screen, PERK inhibitor project, CHO PERK-DD cells, SEAP luminescence, HTS. AID 1416, 2008. inhibition, % at 5.6 µM. CHO PERK-DD fusion, SEAP luminescence translation reporter. actives 0.17% (n = 220,000). Eukaryotic translation initiation factor 2-alpha kinase 3 (Homo sapiens), Q9NZJ5;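 active = inhibition above the mean inhibition of all tested compounds plus 3 SD, set separately per screening campaign, cut at about 2.9% in these data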;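 also: PERK kinase domain activated by AP20187 dimerizer at 100 nM; 0% = DMSO with dimerizer and 100% = rapamycin at 8.4 µM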
* marks the source's active call; other numbers are inactive results; · = not tested or not shown; [ ] = another dose, or the depositor's remark.

SMILES	Thrombin inh	Furin inh	Calpain2 inh	FXIa inh 1536	hK5 inh	Cl transport mod	Rad51 HR inh	FXIIa inh 1536	PERK inh
CCn1cc(C(=O)O)c(=O)c2cc(F)c(N3CCN(C(=S)NC(=O)c4ccccc4Cl)CC3)cc21	-1	-16	-34	-1	0	0.026	13	5	0.7
COc1ccc(/C=N/NC(=O)c2nonc2C)cc1	1	-1[20 µM]	1	8	3	0.11	4	16	1.1
NC1=NC[C@@H](Cc2ccc(O)cc2)N1CCc1cc(C(F)(F)F)cc(C(F)(F)F)c1	-2	-23	33	-2	1	-3.2*	5	6	·
COc1cc(C(=O)NCc2ccccn2)ccc1OCc1c(C)noc1C	1	-13[20 µM]	-10	5	-17	0.32	·	13	-0.3
CCOC(=O)N1CCN(c2cc(N3CCOCC3)c(F)cc2[N+](=O)[O-])CC1	5	-25	-11	-2	-4	-0.23	20	9	1.7
CCCCCCC(=O)N1C/C=C\C(c2ccc(OC)cc2)N(Cc2ccc(F)cc2)C(=O)C1 (centres undefined)	0	9	33	2	1	-1.7	2	9	·
COc1ccc(-c2cc3nc(C)c(CCC(=O)N4CCN(c5ccccn5)CC4)c(C)n3n2)c(OC)c1	-5	-16	-106	-2	·	0.033	·	4	2.2
Cc1cc(C)c(NC(=O)c2sc3nc(C)[nH]c(=O)c3c2C)c(C)c1	1	-32	-25	2	11	-0.074	·	12	0.9
COC(=O)C1CCN(C(=O)N2CCOCC2)CC1	-2	11	19	7	9	·	5	9	0.1
Cc1ccc(NC(=O)C2CCCCC2C(=O)O)cc1C (centres undefined)	-3	-22	-5	2	-2	-0.028	16	7	1.4
Cc1cc(C(=O)CCC(=O)N2CCN(c3ccccc3F)CC2)c(C)s1	-6	-15	36	-3	-1	-2	-5	3	1.5
O=C1CN(C(=O)COC(=O)CCCOc2ccccc2)c2ccccc2N1	14	-16	44	-1	-2	-0.73	-5	5	-0.1
CNc1nn(-c2cccc(Cl)c2)nc1N	-2	1	2	-3	-9	-0.49	-9	2	0.4
O=S(=O)(c1ccc2ccccc2c1)N1CCC(c2nc(-c3ccncc3)no2)CC1	-1	-15[20 µM]	22	3	1	0.026	-7	5	1.0
CN1CCC(=NNC(=O)CN(c2cccc(Cl)c2)S(C)(=O)=O)CC1	2	-10	-26	1	-3	0.64	0	6	0.5

As entered above.
O=C1CN(C(=O)COC(=O)CCCOc2ccccc2)c2ccccc2N1 in Rad51 HR inh is entered as -5
CCCCCCC(=O)N1C/C=C\C(c2ccc(OC)cc2)N(Cc2ccc(F)cc2)C(=O)C1 (centres undefined) in Cl transport mod is entered as -1.7
COC(=O)C1CCN(C(=O)N2CCOCC2)CC1 in PERK inh is entered as 0.1

Additional structures
SMILES	Thrombin inh	Furin inh	Calpain2 inh	FXIa inh 1536	hK5 inh	Cl transport mod	Rad51 HR inh	FXIIa inh 1536	PERK inh
CCc1nc(C)ccc1OCC(=O)O	-8	14[20 µM]	-27	-6	-6	-0.23	1	-12	-0.2
O=C(NCCN1CCOCC1)c1c(F)c(F)c(F)c(F)c1F	-4	-19[20 µM]	-35	1	-7	-0.79	-6	13	-0.2
CCOC(=O)N1CCN(S(=O)(=O)c2cc(Br)cc3c2N(C(=O)C2CC2)CC3)CC1	-2	-3	17	14	9	-2.2	·	21	0.9
COc1ccc(Cn2c(-c3ccc(C)cc3)c[n+]3ccccc23)cc1	-9	-16	-19	0	-16	0.15	-1	12	0.5
CC(=O)N(C)C1=C(O)c2ccccc2C(=O)C1=O	0	2[20 µM]	-3	1	-10	-0.61	0	9	1.4
COc1cc(/C=C/C(C)=O)cc(OC)c1OC	-8	-18[20 µM]	7	-6	-16	·	1	14	0.9
COc1ccc(-c2nnc(N)s2)cc1	-7	-14	19	1	13	0.17	2	-1	1.0
COc1ccc(/C=N/NC(=O)c2ccc(CN3c4cccc5cccc(c45)S3(=O)=O)cc2)cc1	-10	-10	-194	4	-10	0.99	1	3	-0.4
Nc1nonc1C(=O)NCCNCc1ccccc1	2	-18[20 µM]	1	9	-23	0.87	0	5	1.6
CC(C)OC(=O)CSc1nnc(-c2ccco2)n1N	10	-14[20 µM]	9	-9	-42	-0.17	·	1	0.9
CC(C)CNS(=O)(=O)c1ccc(CCC(=O)N2CCN(c3ccc(F)cc3)CC2)cc1	1	-17	33	0	3	-0.71	0	7	0.7
COc1cc(/C=C/C(=O)c2ccccc2O)cc(OC)c1OC	-7	-23	3	1	4	-0.21	-29	7	1.0
COc1ccc(NS(=O)(=O)c2cc(NC(=O)Cn3cnc4c3c(=O)n(C)c(=O)n4C)ccc2C)cc1	19	0	-19	33	10	-1.8	0	14	0.3
O=C(Nc1ccc2c(c1)Cc1ccccc1-2)c1ccc(Br)o1	-2	-17[20 µM]	-27	8	-4	-1.1	-1	7	0.1
N#Cc1c(-c2ccc(Cl)cc2)c(C#N)c(=O)n(N)c1N	-3	-11	12	17	1	0.18	1	19	0.1
CCN1CCN(C(=S)Nc2ccc(C(C)=O)cc2)CC1	-5	-24	25	0	·	-0.031	·	5	1.7
O=C(NNc1cccc(Cl)n1)Nc1ccccc1	0	-23[20 µM]	13	5	0	1.5	6	1	2.4
Cc1c(NC(=S)/C=C2\N(C)c3ccccc3C2(C)C)c(=O)n(-c2ccccc2)n1C	26	-17[20 µM]	30	10	67*	-3	·	19	-0.2
CO/N=C/C(=N\Nc1ccccc1)C(=O)c1ccccc1	-3	-20	-1	12	12	·	-2	7	2.1
Cc1ccc2nc(/N=C(\N)NC(=O)N3c4ccccc4Sc4ccccc43)nc(C)c2c1	-8	-23	-40	1	-16	-0.25	-1	2	1.4
NC(=O)CSc1nnc(-c2cccc(S(=O)(=O)N3CCOCC3)c2)n1C1CCCCCC1	2	-16[20 µM]	6	-3	-11	0.087	0	9	0.2
CCCCOc1ccc(NC2=NC3(CCCCC3)N=C(N)N2)cc1	-2	-19[20 µM]	12	14	-9	1.3	-6	31	-0.6
O=C(CN1CCSC1=NCc1ccccc1)c1ccc(Cl)c(Cl)c1	-13	-7	26	3	-6	1.2	4	12	0.5
CCN(C(=O)COC(=O)/C=C/c1cnc2ccccc2n1)c1ccccc1	-12	-15	-7	1	2	-2.3	13	10	0.5
CC(C)(C)OC(=O)N/N=C/c1cccc([N+](=O)[O-])c1	-16	-26	0	-2	2	-0.98	-36	5	-0.1
O=C(Nc1ncc(Cc2ccc(Cl)cc2Cl)s1)c1ccc([N+](=O)[O-])cc1	0	-9	-4	4	-8	-0.041	-2	13	0.3
O=C(C1CC1)N1CCN=C1SCc1ccc(Cl)cc1	1	-32	23	0	-7	·	·	19	1.7
Cc1ccccc1CN(C)C(C)C(=O)Nc1ccccc1F (centres undefined)	-1	-16	19	7	-19	0.24	5	-3	0.2
COc1cc(O)c(C(CC(=O)N2CCOCC2)c2ccc3c(c2)OCO3)c(OC)c1 (centres undefined)	-7	-6	-1	-6	5	0.13	-8	6	·
S=C1NCN(Cc2cccnc2)CN1	2	-27	2	8	-5	0.53	18	12	0.7
COc1ccccc1N1CCN(C(=O)Cn2nc(C(F)(F)F)c3c2CCC3)CC1	-4	-13[20 µM]	-10	-3	10	0.1	1	-4	-0.2
Cc1cccc(NC2=C(Cl)C(=O)OC2OC(=O)c2ccco2)c1 (centres undefined)	-3	-4	2	-4	-3	-0.91	-50	9	0.3
CC(C)(C)c1ccc(O)c(N=Cc2cc(Br)ccc2O)c1	1	-14	-13	-1	3	·	-44	4	-0.1
CC(C)(C)NC(=O)NC(=O)COC(=O)c1cccc(S(=O)(=O)N2CCCCC2)c1	-1	-17	16	6	-11	0.63	12	16	1.4
CC1CC(=O)Nc2ccccc2N1S(=O)(=O)c1ccc(Br)cc1 (centres undefined)	-1	-9[20 µM]	23	-1	-2	·	-4	10	0.3
N#Cc1ccccc1Cn1c(=O)n(Cc2ccc(C(=O)NCc3ccco3)cc2)c(=O)c2ccccc21	-4	-18	3	-9	-1	-0.71	-5	-14	-0.1
CC1(C)Cc2ccccc2-c2nnc(SCC(=O)Nc3nc4ccccc4s3)n21	-13	-11	-62	-2	-22	0.23	-5	18	-0.8
Cc1cc(N2CCN(C3CCCCC3)CC2)n2nc(C)nc2n1	-1	-8	9	0	-3	0.89	·	8	0.7
CCc1ccc(Nc2nnc(SCC(=O)N(C)CC(=O)Nc3ccccc3CC)s2)cc1	-7	-11	5	0	-14	-3.6	-5	9	-0.6
C=CCNC(=O)COC(=O)c1ccc(Cl)c(S(N)(=O)=O)c1	·	-7	-8	2	0	1.2	3	10	-0.9
COC(=O)c1ccc(NC(=O)CN2CCCC2)cc1	-2	-19[20 µM]	-6	21	-1	0.037	-7	27	0.0
O=C(NCc1ccccn1)C1CCN(S(=O)(=O)c2ccccc2)CC1	-11	-32	-1	-10	-1	·	3	-5	1.0
Cc1nc(C(F)(F)F)c(C(=O)N/N=C(\N)c2cccnc2)s1	-4	-14	-5	-2	2	0.81	6	8	-0.2
C=CCNC(=S)/N=c1/ccccn1C	2	-15	-14	3	4	-0.044	-27	12	0.2
O=C(O)c1cc(-c2ccc(N3CCOCC3)cc2)nn1-c1ccc(F)cc1	-16	-18	-17	-4	-12	1	-2	0	-0.3
Clc1ccc(-n2nnnc2CN2CCOCC2)cc1	2	-23[20 µM]	13	-1	35	·	2	40	0.7
COc1ccc(N(CC(=O)N/N=C/c2cccs2)S(=O)(=O)c2ccccc2)cc1	-1	-3	-4	9	-7	0.59	10	11	-0.6
Cc1ccc(Nc2nc(N)nc(CN3CCN(Cc4ccccc4)CC3)n2)cc1Cl	-4	-20	-3	0	-2	-0.098	-18	7	-2.0
CC(C)n1c(N2CCN(CC(=O)Nc3ccc4c(c3)OCCO4)CC2)nc2ccccc21	4	-22	-38	1	-1	-0.16	1	8	-1.7
CC(C)OCCCNC(=O)CCN1C(=O)COc2ccccc21	-6	-33	-14	1	-15	0.037	3	13	0.5
O=C1CCCc2oc3c(cc(NS(=O)(=O)c4ccc5c6c(cccc46)C(=O)N5)c4ccccc43)c21	1	-15	-80	2	0	-2.1	15	11	-0.3
CCSc1cnn(-c2ccccc2)c(=O)c1SCC	4	-2[20 µM]	14	3	5	0.67	-1	8	-0.1
O=S(=O)(NC1CCCC1)c1ccc(S(=O)(=O)N2CCCN(Cc3ccccc3)C2)cc1	-10	-26	0	0	-5	-0.27	0	2	0.0
COc1cccc(C(=O)NN2C(=O)C3C4C=CC(O4)C3C2=O)c1 (centres undefined)	3	-5[20 µM]	-12	-3	-8	0.39	-1	4	0.6

Screening data from PubChem.

These rows are one share of the data (hit frequency here may not be typical).
